# Bioassay records from PubChem.
# Mac1 fbg enh: increases human CD11b/CD18 adhesion to fibrinogen. P05107+P11215. K562 CD11b/CD18 adhesion to fibrinogen, ATPlite luminescence. activation, % at 10 µM. 93,000 compounds, 0.07% hits;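 active means 10 µM primary screen giving 50% or more activity, confirmed by 40% or more on retest at that dose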; further: strong numbers were not always called active; reference of the scale not given here
# Target sequence (P05107 whole entry, looked up, other chains not shown): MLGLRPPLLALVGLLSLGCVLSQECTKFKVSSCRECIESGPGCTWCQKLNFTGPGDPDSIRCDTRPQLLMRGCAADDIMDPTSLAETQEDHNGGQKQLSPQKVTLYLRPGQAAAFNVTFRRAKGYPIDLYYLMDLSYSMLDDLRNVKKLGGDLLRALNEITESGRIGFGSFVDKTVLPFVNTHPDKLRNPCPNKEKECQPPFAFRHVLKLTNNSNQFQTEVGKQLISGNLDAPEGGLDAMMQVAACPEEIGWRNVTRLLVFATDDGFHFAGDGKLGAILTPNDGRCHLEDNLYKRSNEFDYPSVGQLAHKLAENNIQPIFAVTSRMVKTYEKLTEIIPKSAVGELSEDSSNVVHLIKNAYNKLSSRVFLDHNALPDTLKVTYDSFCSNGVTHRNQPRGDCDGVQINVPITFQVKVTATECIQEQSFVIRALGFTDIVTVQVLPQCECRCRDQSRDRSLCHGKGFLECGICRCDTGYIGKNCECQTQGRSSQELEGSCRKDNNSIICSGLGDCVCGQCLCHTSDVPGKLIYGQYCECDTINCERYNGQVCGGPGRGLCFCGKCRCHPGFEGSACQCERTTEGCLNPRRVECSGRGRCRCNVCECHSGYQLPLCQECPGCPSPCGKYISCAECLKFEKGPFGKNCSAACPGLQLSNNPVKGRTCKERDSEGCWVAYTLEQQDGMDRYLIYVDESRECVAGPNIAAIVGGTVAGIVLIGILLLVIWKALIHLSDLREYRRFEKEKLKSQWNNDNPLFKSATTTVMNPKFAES
# Mac1 fbg inh: inhibitors of human CD11b/CD18 binding to fibrinogen; P05107+P11215; K562 CD11b/CD18 adhesion to fibrinogen, ATPlite luminescence; Mn2+ added to activate the integrin; inhibition, % at 10 µM; 93,000 compounds, 0.54% hits; AID 1497;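 active means primary inhibition of 50% or more at 10 µM, then 40% or more on retest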; further: some results filed as inactive read as strong as hits
# Starred values were filed as active, the others as inactive. An excerpt, so the mix of outcomes need not match the whole.
Mac1 fbg enh,Mac1 fbg inh,Compound
2,33,N#Cc1cccc(NC(=O)COC(=O)c2ccccc2Sc2ccccc2C#N)c1
-1,-4,CCN1C(=O)C(CC(=O)Nc2ccc(OC)cc2)N(Cc2cccs2)C1=S (stereo not drawn)
29,-2,CC1CCc2c(sc3nc(CN4CCN(S(=O)(=O)c5ccccc5[N+](=O)[O-])CC4)[nH]c(=O)c23)C1 (stereo not drawn)
-5,3,NNC(=O)c1cccc(O)c1
13,0,CCc1cc[n+](/C(C(=S)Nc2cccc(C)c2)=C(/[O-])c2ccc(C)c([N+](=O)[O-])c2)cc1
4,6,COc1cccc(C(Nc2ccccn2)c2c(NC(=O)c3ccco3)sc(C)c2C)c1 (stereo not drawn)
3,2,Cc1cc(NS(=O)(=O)c2ccc(N3C(=O)C4C5C=CC(C5)C4C3=O)cc2)nc(C)n1 (stereo not drawn)
20,-9,CCC(=O)Nc1ccc(C(=O)N/N=C/c2ccc([N+](=O)[O-])cc2)cc1
-2,25,Fc1ccc2c(c1)C(c1ccncc1)=NNC(c1ccccc1)=N2
13,5,O=C(C(c1ccccc1)c1ccccc1)N1CCN(CCN2C(=O)c3cccc4cccc(c34)C2=O)CC1
14,-10,CCOC(=O)N1CCN(C(=O)c2ccc(-n3c(C)ccc3C)cc2)CC1
4,17,CC1CCc2c(sc(NC(=O)CSc3nnc(-c4ccccc4)o3)c2C#N)C1 (stereo not drawn)
24,7,COc1cc(Br)cc(/C=N/NC(=O)Cc2ccc(C(F)(F)F)cc2[N+](=O)[O-])c1O
-2,-17,CCOC(=O)CCCCCN(Cc1ccccc1)S(=O)(=O)c1ccc([N+](=O)[O-])cc1
1,19,Cc1ccc(-c2cn(-c3ccc(SC(F)F)cc3)c3[n+]2CCC3)cc1
4,11,O=C(COC(=O)CCC(NC(=O)OCc1ccccc1)C(=O)OCC(=O)Nc1ccccc1)Nc1ccccc1 (stereo not drawn)
-1,-13,O=C(Nc1cccc(N=Cc2cc(Cl)cc(Br)c2O)c1)c1ccco1
4,0,CCCCOP(=O)(OCCCC)C(Nc1ccccc1)c1ccc2c(c1)OCO2 (stereo not drawn)
-3,8,Cc1ccc[n+](-c2[nH]c(=O)sc2/C=N/NC(=O)c2ccccc2[O-])c1
-4,3,CC(=O)N(C)c1ccc(NC(=S)Nc2cccc3ccccc23)cc1

# In another format: entries from further up.
structure	Mac1 fbg enh	Mac1 fbg inh
CCOC(=O)CCCCCN(Cc1ccccc1)S(=O)(=O)c1ccc([N+](=O)[O-])cc1	-2	-17
Cc1ccc(-c2cn(-c3ccc(SC(F)F)cc3)c3[n+]2CCC3)cc1	1	19
O=C(COC(=O)CCC(NC(=O)OCc1ccccc1)C(=O)OCC(=O)Nc1ccccc1)Nc1ccccc1 (stereo not drawn)	4	11
O=C(Nc1cccc(N=Cc2cc(Cl)cc(Br)c2O)c1)c1ccco1	-1	-13

# Laid out differently: results already given.
# Values in the order: Mac1 fbg enh, Mac1 fbg inh
CCC(=O)Nc1ccc(C(=O)N/N=C/c2ccc([N+](=O)[O-])cc2)cc1
 : 20, -9
Fc1ccc2c(c1)C(c1ccncc1)=NNC(c1ccccc1)=N2
 : -2, 25
O=C(C(c1ccccc1)c1ccccc1)N1CCN(CCN2C(=O)c3cccc4cccc(c34)C2=O)CC1
 : 13, 5
CCOC(=O)N1CCN(C(=O)c2ccc(-n3c(C)ccc3C)cc2)CC1
 : 14, -10

# (listing goes on)
Mac1 fbg enh,Mac1 fbg inh,Compound
-6,23,CCN(Cc1ccccc1)c1ccc(/C=C(\C#N)c2ccccn2)cc1
0,-7,Cc1ccccc1N1CN(Cc2ccco2)CNC1=S
-2,11,O=C(COC(=O)c1ccc2c(=O)n3c(nc2c1)CCC3)Nc1ccccc1F
4,0,CCc1cccc2c(C(=O)COC(=O)c3ccccc3)c[nH]c12
-8,-6,Cc1cccc(C)c1Nc1ncnc(N)c1[N+](=O)[O-]
3,40,CC(C)CNC(C(=O)Nc1ccc([N+](=O)[O-])cc1Br)c1ccccc1 (stereo not drawn)
4,6,COC(=O)c1ccccc1NC(=S)N(Cc1ccc2c(c1)OCO2)Cc1cc2cc(C)ccc2[nH]c1=O
-1,11,CCc1nnc(NC(=O)[C@@H](NC(=O)c2cccc(C)c2)C(C)C)s1
0,2,Cc1ccc(NCN2C(=O)C(=O)c3ccccc32)nc1
-6,-1,CCOC(=O)c1cc2c(nc1NC(=S)Nc1ccccc1)CC(C)(C)OC2
-2,6,COc1ccc(-c2csc(NC(=O)CCCc3cccs3)n2)cc1
-1,-11,O=C(Nc1ccccc1)c1cc([N+](=O)[O-])ccc1NC1CCCCC1
5,19,CC1(C)CC(c2nc(-c3ccc(Br)cc3)cs2)CCS1 (stereo not drawn)
9,-16,COc1ccccc1Nc1nnc(SCC(=O)N2CC(=O)Nc3ccccc32)s1
8,-18,CCc1nnc(NC(=O)c2ccc(S(=O)(=O)N3CCc4ccccc4C3)cc2)s1
-3,49,Cc1ccccc1SCC(=O)N1CCN(c2ccc(C(F)(F)F)cn2)CC1
-5,80,CC(NC(=O)c1ccc(Br)cc1)c1ccc2c(c1)CCCC2 (stereo not drawn)
2,-6,Cc1cccc(NC(=O)CCNC(=O)c2ccco2)c1
1,12,COC(=O)CNC(c1ccccc1)c1cc(Br)ccc1NC(=O)CNC(=O)OCc1ccccc1 (stereo not drawn)
1,3,CN(C(=O)COC(=O)c1cc(-c2ccccc2Cl)nc2ccccc12)C1CCS(=O)(=O)C1 (stereo not drawn)

# 4 compounds from above, sorted by the value under Mac1 fbg enh, ascending.
Mac1 fbg enh,Mac1 fbg inh,Compound
-6,23,CCN(Cc1ccccc1)c1ccc(/C=C(\C#N)c2ccccn2)cc1
-5,80,CC(NC(=O)c1ccc(Br)cc1)c1ccc2c(c1)CCCC2 (stereo not drawn)
-2,11,O=C(COC(=O)c1ccc2c(=O)n3c(nc2c1)CCC3)Nc1ccccc1F
1,12,COC(=O)CNC(c1ccccc1)c1cc(Br)ccc1NC(=O)CNC(=O)OCc1ccccc1 (stereo not drawn)

# Continued:
Mac1 fbg enh,Mac1 fbg inh,Compound
1,-2,N#CCOc1ccc(C2=NO[C@@H]3[C@@H]4C[C@@H]([C@H]5C(=O)N(c6ccc7c(c6)OCO7)C(=O)[C@@H]45)[C@H]23)cc1
-1,9,CC(C)(C)c1ccc(C(=O)NC(=S)Nn2cnnc2)cc1
64,-9,COc1ccc(-c2cc(-c3nnc(COC(=O)CC4CC5CCC4C5)o3)c3ccccc3n2)cc1OC (stereo not drawn)
1,5,CC(C)(C)c1ccc(NC(=O)COC(=O)CCN2C(=O)c3cccc([N+](=O)[O-])c3C2=O)cc1
-6,-15,C/C(CC(=O)NCc1ccco1)=N\NC(=O)COc1ccc(C)cc1
62,7,Cc1cc(-c2nn(-c3ccccc3)cc2/C=C2\SC(N)=NC2=O)ccc1OC(C)C
0,8,COC(=O)c1ccc(COC(=O)c2ccccc2OC)cc1
-3,12,CCC(=O)Oc1ccc2c(=O)c(-c3ccc4ccccc4n3)c(CC)oc2c1C
8,1,COc1ccc(OCCCC(=O)Nc2cccc([N+](=O)[O-])c2C)cc1
65,8,CN(C)c1ccc(/C=C2\CCC/C(=C\c3ccccc3)C2=O)cc1
10,19,CCCCOC(=O)C1CN(c2ccccc2)N=C1C(=O)OCC (stereo not drawn)
-6,59,C/C(=N\OCC(=O)NC12CC3CC(CC(C3)C1)C2)c1cc2ccccc2o1
-2,7,CCNC(=S)Nc1cc(OCC)c(NC(=O)c2ccco2)cc1OCC
-2,0,Cn1ccnc1SCc1nc2c(cnn2-c2ccccc2)c(=O)[nH]1
5,-11,Cc1cc(-c2csc(NC(=O)c3ccccc3C(F)(F)F)n2)c(C)n1Cc1ccccc1
5,1,Cc1ccc(NC(=O)c2c(C)nn(-c3ccccc3)c2Cl)cc1
1,-6,CCCC(=O)Nc1ccc(C(=O)NN2C(=O)c3ccccc3C2=O)cc1
53,-14,Cc1nn(-c2ccccc2)c2c1C(c1ccc([N+](=O)[O-])cc1)N1C(=N2)C(=O)Nc2ccccc21 (stereo not drawn)
8,-2,CC(C)(C)NC(=O)NC(=O)COC(=O)c1ccc(OC(F)(F)F)cc1
-4,2,Cc1c(NC(=O)C2CCCO2)cccc1[N+](=O)[O-] (stereo not drawn)
10,12,O=C(C1=NN(c2ccccc2)C2C(=O)N(c3cccc(Cl)c3)C(=O)C12)c1ccccc1 (stereo not drawn)
1,0,Cc1ccccc1C(=O)/C(C#N)=N/Nc1c(C)n(C)n(-c2ccccc2)c1=O
3,2,O=C(NC(Cc1c[nH]c2ccccc12)C(=O)Nc1ccc(F)cc1)c1cccs1 (stereo not drawn)
40,12,COc1ccc(-c2csc(/C=C/c3ccc4c(c3)OCO4)n2)cc1OC
0,-22,COc1ccc(/C=N/NC(=O)c2cccnc2)cc1CSc1nc2ccccc2s1
9,6,CC(C)CNC(=O)COC(=O)c1c2c(nc3ccccc13)/C(=C/c1cccs1)CC2
1,26,CN1CCN(c2cc(N3CCc4ccccc4C3)c(F)cc2[N+](=O)[O-])CC1
-1,4,COc1ccc(C2Nc3ccccc3C(=O)N2c2ccccc2)cc1Cn1cc([N+](=O)[O-])cn1 (stereo not drawn)
0,-5,O=C(CSc1nnc(CN2CCCCC2)n1-c1ccccc1)c1ccc2c(c1)OCO2
-11,70,O=C(/C(=N/N=C/c1ccc(O)c(O)c1)c1ccccc1)c1ccccc1
5,4,CCCn1c(=O)n(C)c(=O)c2c(SCC(=O)NC34CC5CC(CC(C5)C3)C4)nc(CC(C)C)nc21
1,33,CC(NS(=O)(=O)c1ccc2c(c1)OCCCO2)C(=O)O (stereo not drawn)
10,45,COc1ccc2c(c1)sc(N)[n+]2Cc1cc(C)cc2cccnc12
0,-3,CC1Oc2ccccc2OC1(O)c1ccc2ccccc2n1 (stereo not drawn)
-2,8,CC1CCc2nc(NC(=O)Nc3ccc4c(c3)OCO4)sc2C1 (stereo not drawn)
5,-2,CCOC(=O)CN1C(=O)CN(c2ccc(C)c(C)c2)C1=O
2,47,S=c1nc[nH]c2c1sc1nc(-c3ccccc3)c3c(c12)CCCC3
4,-1,CNC(=O)COC(=O)c1ccc([N+](=O)[O-])cc1Cl
-3,18,COc1cc(/C=N/NC(=O)CCn2cnc(-c3ccccc3)c2-c2ccccc2)ccc1O
30,-8,COc1ccc(C2CC(c3ccccc3)=NN2C(=O)COC(=O)c2ccc(Cl)nc2)cc1 (stereo not drawn)

# 3 entries from above, with values under each structure:
# Sequence of screens: Mac1 fbg enh	Mac1 fbg inh
CCN(Cc1ccccc1)c1ccc(/C=C(\C#N)c2ccccn2)cc1
→ -6	23
Cc1ccccc1N1CN(Cc2ccco2)CNC1=S
→ 0	-7
O=C(COC(=O)c1ccc2c(=O)n3c(nc2c1)CCC3)Nc1ccccc1F
→ -2	11

# (further entries)
Mac1 fbg enh,Mac1 fbg inh,Compound
0,3,CCOC(=O)c1c(C)[nH]c(C(=O)COC(=O)C(C)Oc2ccc(Cl)cc2Cl)c1C (stereo not drawn)
4,-1,O=C(COC(=O)CCc1nc2ccccc2s1)Nc1ccc(Cl)cn1
-1,4,COc1ccccc1/C=N/NC(=O)C(C)Cn1cnc2ccccc21 (stereo not drawn)
8,18,O=C(N/N=C/C=C/c1ccc([N+](=O)[O-])cc1)C1COc2ccccc2O1 (stereo not drawn)
0,-7,COCCn1c(Cc2ccccc2)nnc1SCc1ccc([N+](=O)[O-])cc1
0,6,CN(Cc1cccc(Cl)c1Cl)C(=O)c1ccc(NC(=O)CC#N)cc1
19,-14,COC(=O)c1sccc1NC(=O)c1c(C)c(-c2cccc(Cl)c2)nc2ccccc12
3,5,C=CCc1cccc(/C=N/NC(=O)CCCNc2ccc(C)cc2)c1O
0,6,Cc1cccc2sc(N(CCCN(C)C)C(=O)c3cc4ccccc4oc3=O)nc12
8,9,COC(=O)c1sc(-c2ccccc2)cc1NC(=O)c1ccc(F)cc1
22,28,C/C(N)=C(/C#N)C(=O)CSc1nc2ccccc2c(=O)n1-c1ccc(C)cc1
-3,-9,O=C(/C=C/c1ccc([N+](=O)[O-])cc1)c1cccnc1
-1,37,CC(=O)N(Cc1ccco1)c1nc(C(=O)Nc2ccc(Cl)cc2)c(C)s1
6,-10,Cc1ccc(/C=N/NC(=O)CNC(=O)COc2ccccc2)o1
10,10,CSc1ccccc1NC(=O)CN(C)CC(=O)Nc1cc(C)ccc1C
0,-5,CCOC(=O)C(/C(N)=N/C(=O)Nc1ccccc1)=C(\C)O
19,26,c1ccc(-c2cn3nc(-c4ccccc4)cnc3n2)cc1
-3,62,O=C(CSc1nnc(Nc2ccccc2)s1)Nc1cccc(S(=O)(=O)N2CCCCC2)c1
-3,2,CC(C)(C)C(=O)Nc1nnc(SCC(=O)NCc2ccco2)s1
-4,34,Cc1ccc(O)c(CCc2ccccc2)n1
-3,14,COc1ncnc2c1sc1nc(-c3ccccc3)c3c(c12)CCCC3
3,-2,COc1cc(/C=C/C(=O)OCC(=O)Nc2ccc3c(c2)OCCO3)ccc1O
6,-15,Cn1cccc1/C=N/NC(=O)C12CC3CC(CC(C3)C1)C2
5,-18,COc1ccc([N+](=O)[O-])cc1/C=N/NC(=O)CNC(=O)c1cccc(F)c1
8,1,O=C(COc1nc2ccccc2nc1N1CCOCC1)Nc1cccc(S(=O)(=O)N2CCCCC2)c1
3,-17,Cc1ccsc1C(=O)OCC(=O)NCCC1=CCCCC1
10,-21,O=C(CCN1C(=O)/C(=C\c2cccs2)SC1=S)Nc1nccs1
3,-12,O=C(Nc1ccc(F)cc1F)c1ccccc1-c1ccccc1
26,33,CCOC(=O)c1c(C)[nH]c(C2=NNC(=Nc3ccccc3OC)SC2)c1C
2,0,CCOc1ccc(C(=O)NC(=S)Nc2cccc(NC(=O)c3ccco3)c2)cc1[N+](=O)[O-]
11,0,CC(C)CCOCC(O)CCC(=O)NNC(=S)Nc1ccccc1 (stereo not drawn)
-1,-14,CCc1ccc(-c2csc(-c3c[nH]c4ccccc34)n2)cc1
4,2,COc1cc(Cl)c(C)cc1NC(=O)CSc1ccc(NC(C)=O)cc1
10,-11,COc1cc(/C=N/NC(=O)C(C)Nc2n[nH]c(=O)[nH]c2=O)cc(OC)c1O (stereo not drawn)
17,-13,Cc1cc[n+](-c2[nH]c(=O)sc2/C=N/NC([S-])=Nc2ccccc2)cc1C
